# NSD2 inh: inhibitors of human NSD2, primary screen, biochemical, plate reader, single point; inhibition, % at 12.5 µM; Histone-lysine N-methyltransferase NSD2 (Homo sapiens), O96028; actives 0.07% (n = 44,000); NSD2-SET H3K36me1 DELFIA fluorescence; in the data active means inhibition above about 54%, passing the limit was not always enough;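 further: inhibitors reduce the monomethyl H3K36 fluorescence signal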
# Target sequence (O96028 whole entry, looked up): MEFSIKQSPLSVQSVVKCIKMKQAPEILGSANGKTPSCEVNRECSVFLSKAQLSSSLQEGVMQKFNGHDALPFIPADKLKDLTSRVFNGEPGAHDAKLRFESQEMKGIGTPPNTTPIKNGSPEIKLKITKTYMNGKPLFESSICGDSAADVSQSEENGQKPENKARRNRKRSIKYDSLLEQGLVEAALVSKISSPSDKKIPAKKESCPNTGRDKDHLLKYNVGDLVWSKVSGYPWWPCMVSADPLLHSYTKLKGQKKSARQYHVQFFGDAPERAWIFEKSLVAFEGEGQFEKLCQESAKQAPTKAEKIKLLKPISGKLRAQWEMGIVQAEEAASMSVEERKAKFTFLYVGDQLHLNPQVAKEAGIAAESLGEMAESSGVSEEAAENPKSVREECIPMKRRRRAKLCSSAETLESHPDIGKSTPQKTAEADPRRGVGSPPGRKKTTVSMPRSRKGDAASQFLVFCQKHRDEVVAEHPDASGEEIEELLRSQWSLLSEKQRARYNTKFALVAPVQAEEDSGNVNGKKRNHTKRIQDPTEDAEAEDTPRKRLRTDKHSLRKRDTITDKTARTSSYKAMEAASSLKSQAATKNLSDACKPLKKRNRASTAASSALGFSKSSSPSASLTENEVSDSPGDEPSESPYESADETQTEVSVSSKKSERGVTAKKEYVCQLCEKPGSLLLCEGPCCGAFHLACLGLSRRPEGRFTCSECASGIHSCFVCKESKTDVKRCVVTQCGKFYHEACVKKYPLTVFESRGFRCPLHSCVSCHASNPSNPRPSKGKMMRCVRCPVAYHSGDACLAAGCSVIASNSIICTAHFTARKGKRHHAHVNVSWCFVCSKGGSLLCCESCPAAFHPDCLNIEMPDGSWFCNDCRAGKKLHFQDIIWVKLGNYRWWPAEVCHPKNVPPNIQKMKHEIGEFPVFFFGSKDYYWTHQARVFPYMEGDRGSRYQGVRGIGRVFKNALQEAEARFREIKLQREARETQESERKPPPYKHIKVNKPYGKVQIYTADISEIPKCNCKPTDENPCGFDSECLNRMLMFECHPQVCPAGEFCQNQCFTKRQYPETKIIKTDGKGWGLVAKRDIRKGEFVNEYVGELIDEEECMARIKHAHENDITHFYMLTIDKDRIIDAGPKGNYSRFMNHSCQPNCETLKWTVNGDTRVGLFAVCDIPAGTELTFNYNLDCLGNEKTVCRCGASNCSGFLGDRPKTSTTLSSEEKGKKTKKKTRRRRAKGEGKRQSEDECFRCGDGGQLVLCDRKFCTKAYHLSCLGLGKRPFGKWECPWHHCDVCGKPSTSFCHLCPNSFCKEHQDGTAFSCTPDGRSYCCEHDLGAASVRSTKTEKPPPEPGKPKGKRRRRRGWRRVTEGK
# An asterisk follows results filed as active. Not all compounds are listed (hit frequency here may not be typical).
NSD2 inh	canonical_smiles
2	C[C@H]1CCCCO[C@@H](CN(C)S(=O)(=O)c2ccccc2)[C@@H](C)CN([C@@H](C)CO)C(=O)c2cc(NC(=O)C3CCCCC3)ccc2O1
-3	COc1ccc(C)cc1NC(=O)CS(=O)(=O)c1ccccc1
3	O=C(C[C@H]1CC[C@H](NC(=O)c2cccnc2)[C@H](CO)O1)NCc1ccc(Cl)c(Cl)c1
-4	COc1ccc(CN(C)C[C@H]2Oc3ccc(NC(=O)Nc4ccc(OC)cc4)cc3C(=O)N([C@@H](C)CO)C[C@H]2C)cc1
-6	C[C@@H]1CN([C@@H](C)CO)C(=O)c2cc(NC(=O)CCN3CCOCC3)ccc2O[C@@H]1CN(C)Cc1ccc(Oc2ccccc2)cc1
2	CC(C)NC(=O)Nc1ccc2c(c1)C(=O)N([C@H](C)CO)C[C@H](C)[C@@H](CN(C)C(=O)Nc1ccc3c(c1)OCO3)OCCCC[C@@H](C)O2
7	COc1ccc(-c2cnc3c(c2)C(=O)N([C@H](C)CO)C[C@@H](C)[C@@H](CN(C)C(=O)Nc2c(C)noc2C)O3)cc1
30	C[C@H]1CN([C@@H](C)CO)S(=O)(=O)c2ccc(-c3ccncc3)cc2O[C@@H]1CN(C)C(=O)Nc1ccc(F)cc1
-1	C[C@@H]1CN([C@H](C)CO)C(=O)CCCn2nncc2CO[C@@H]1CN(C)Cc1ccc(C(=O)Nc2ccccc2N)cc1
-2	O=C(C[C@H]1C=C[C@H](NC(=O)CCN2CCCCC2)[C@H](CO)O1)Nc1ccc(-c2ccccc2)cc1
1	C=C1CC[C@H]2[C@](C)(CCC[C@]2(C)C(=O)OC)[C@H]1CC/C(C)=C/C(=O)O
1	CC(C)NC(=O)Nc1cccc2c1O[C@@H](CN(C)Cc1ccc(Oc3ccccc3)cc1)[C@H](C)CN([C@H](C)CO)C2=O

# Pulled by structure from above, four records:
NSD2 inh	canonical_smiles
-2	O=C(C[C@H]1C=C[C@H](NC(=O)CCN2CCCCC2)[C@H](CO)O1)Nc1ccc(-c2ccccc2)cc1
-3	COc1ccc(C)cc1NC(=O)CS(=O)(=O)c1ccccc1
2	C[C@H]1CCCCO[C@@H](CN(C)S(=O)(=O)c2ccccc2)[C@@H](C)CN([C@@H](C)CO)C(=O)c2cc(NC(=O)C3CCCCC3)ccc2O1
-1	C[C@@H]1CN([C@H](C)CO)C(=O)CCCn2nncc2CO[C@@H]1CN(C)Cc1ccc(C(=O)Nc2ccccc2N)cc1

# Following part:
NSD2 inh	canonical_smiles
0	Cc1ccc(S(=O)(=O)Nc2ccc3c(c2)CC(=O)N([C@@H](C)CO)C[C@H](C)[C@@H](CN(C)Cc2ccc(Oc4ccccc4)cc2)O3)cc1
8	COc1ccc(-c2cnc3c(c2)C(=O)N([C@@H](C)CO)C[C@H](C)[C@@H](CN(C)C(=O)NC2CCCC2)O3)cc1
-4	CNC[C@@H]1OCCCC[C@@H](C)Oc2ccc(NS(=O)(=O)c3ccc(F)cc3)cc2C(=O)N([C@@H](C)CO)C[C@H]1C
-3	CC(C)NC(=O)N(C)C[C@@H]1Oc2ccc(NC(=O)NC3CCCCC3)cc2C(=O)N([C@@H](C)CO)C[C@@H]1C
-7	COc1ccc(NC(=O)N(C)C[C@@H]2Oc3cc(C#CCC(C)C)ccc3S(=O)(=O)N([C@H](C)CO)C[C@H]2C)cc1
6	O=C(NCc1nc2ccccc2[nH]1)C1=C[C@@H](c2csc3ccccc23)C[C@@H](OCc2ccc(CO)cc2)O1
20	COc1cc(C(=O)OCC2(O)COC(OCC3OC(Oc4c(OC)cc(CO)cc4OC)C(O)C(O)C3O)C2O)cc(OC)c1O (stereo not given)
8	COc1cc2nc3occc3c(OC)c2cc1OCC(O)C(C)(C)O (stereo not given)
-2	C[C@@H]1CCCCO[C@H](CN(C)C(=O)Nc2cccc3ccccc23)[C@H](C)CN([C@@H](C)CO)C(=O)c2cc(NC(=O)CCC(F)(F)F)ccc2O1
2	C[C@@H]1CN([C@H](C)CO)C(=O)c2cc(NS(=O)(=O)c3cn(C)cn3)ccc2O[C@H]1CN(C)Cc1ccccc1
1	C[C@H]1CN([C@@H](C)CO)C(=O)Cc2cc(NC(=O)CCCCCC(=O)Nc3ccccc3N)ccc2O[C@H]1CN(C)Cc1ccccc1
5	COc1ccccc1C#Cc1ccc2c(c1)O[C@@H](CN(C)C)[C@H](C)CN([C@@H](C)CO)S2(=O)=O

# Next section (seven carried over from the part before).
NSD2 inh	canonical_smiles
6	O=C(NCc1nc2ccccc2[nH]1)C1=C[C@@H](c2csc3ccccc23)C[C@@H](OCc2ccc(CO)cc2)O1
20	COc1cc(C(=O)OCC2(O)COC(OCC3OC(Oc4c(OC)cc(CO)cc4OC)C(O)C(O)C3O)C2O)cc(OC)c1O (stereo not given)
8	COc1cc2nc3occc3c(OC)c2cc1OCC(O)C(C)(C)O (stereo not given)
-2	C[C@@H]1CCCCO[C@H](CN(C)C(=O)Nc2cccc3ccccc23)[C@H](C)CN([C@@H](C)CO)C(=O)c2cc(NC(=O)CCC(F)(F)F)ccc2O1
2	C[C@@H]1CN([C@H](C)CO)C(=O)c2cc(NS(=O)(=O)c3cn(C)cn3)ccc2O[C@H]1CN(C)Cc1ccccc1
1	C[C@H]1CN([C@@H](C)CO)C(=O)Cc2cc(NC(=O)CCCCCC(=O)Nc3ccccc3N)ccc2O[C@H]1CN(C)Cc1ccccc1
5	COc1ccccc1C#Cc1ccc2c(c1)O[C@@H](CN(C)C)[C@H](C)CN([C@@H](C)CO)S2(=O)=O
5	C[C@@H]1CCCCO[C@H](CN(C)S(C)(=O)=O)[C@H](C)CN([C@@H](C)CO)C(=O)c2cc(NS(=O)(=O)c3ccc(Cl)cc3)ccc2O1
-62	COc1cccc(S(=O)(=O)N(C)C[C@@H]2Oc3ncc(C#CCC(C)C)cc3C(=O)N([C@@H](C)CO)C[C@@H]2C)c1
8	C[C@@H]1CN([C@@H](C)CO)C(=O)c2cc(Br)cnc2O[C@H]1CN(C)C(=O)c1ccccc1F
-8	C[C@H]1CN([C@@H](C)CO)C(=O)c2cc(C#Cc3ccccc3F)cnc2O[C@H]1CN(C)S(C)(=O)=O
6	C[C@@H]1CN([C@@H](C)CO)C(=O)c2cc(C#CCN(C)C)cnc2O[C@H]1CN(C)S(=O)(=O)c1cn(C)cn1
2	CNC[C@H]1Oc2ccc(NC(=O)Nc3cccc4ccccc34)cc2CC(=O)N([C@H](C)CO)C[C@H]1C
-1	Cc1noc(C)c1NC(=O)N(C)C[C@@H]1OCCCC[C@H](C)Oc2ccc(NS(=O)(=O)c3cn(C)cn3)cc2C(=O)N([C@@H](C)CO)C[C@@H]1C
-7	CNC[C@H]1Oc2ccc(NC(=O)CCC(F)(F)F)cc2C(=O)N([C@@H](C)CO)C[C@@H]1C
-1	COc1cc(C(C)=O)cc(OC)c1O
-1	C[C@@H]1CCCCO[C@@H](CN(C)Cc2ccc(C(F)(F)F)cc2)[C@@H](C)CN([C@@H](C)CO)C(=O)c2cc(NS(=O)(=O)c3cccs3)ccc2O1
-5	Cc1ccc(S(=O)(=O)N(C)C[C@@H]2OCCCC[C@@H](C)Oc3ccc(NC(=O)Nc4ccc(C(F)(F)F)cc4)cc3C(=O)N([C@H](C)CO)C[C@H]2C)cc1
-4	Cc1noc(C)c1NC(=O)Nc1ccc2c(c1)C(=O)N([C@@H](C)CO)C[C@H](C)[C@@H](CN(C)C(=O)Nc1ccc3c(c1)OCO3)O2
-4	COc1ccc(S(=O)(=O)N(C)C[C@H]2OCCCC[C@H](C)Oc3ccc(NC(=O)c4ccccc4)cc3C(=O)N([C@H](C)CO)C[C@@H]2C)cc1
11	Cc1noc(C)c1S(=O)(=O)N(C)C[C@@H]1OCCCC[C@@H](C)Oc2ccc(NC(=O)CCCN(C)C)cc2C(=O)N([C@@H](C)CO)C[C@H]1C
72*	O=c1c(O[C@@H]2OC[C@H](O)[C@H](O)[C@H]2O)c(-c2ccc(O)cc2)oc2cc(O)cc(O)c12
6	O=c1c2ccccc2[nH]c(=S)n1CCN1CCC(=C(c2ccc(F)cc2)c2ccc(F)cc2)CC1
-2	CC(=O)Oc1ccc(C(=O)N(C(=O)c2ccc(OC(C)=O)cc2)c2cc(C)ccn2)cc1
6	C[C@H]1CN([C@@H](C)CO)C(=O)c2cccc(NC(=O)Nc3ccc4c(c3)OCO4)c2O[C@@H]1CN(C)C(=O)Nc1ccc(F)cc1
-4	COc1ccccc1S(=O)(=O)N(C)C[C@H]1Oc2cc(C#CCC3CCCC3)ccc2S(=O)(=O)N([C@@H](C)CO)C[C@H]1C
1	COc1cc(/C=N/NC(=O)CCCCC(=O)NO)c(Br)cc1O
-1	Cc1noc(C)c1S(=O)(=O)Nc1ccc2c(c1)CC(=O)N([C@H](C)CO)C[C@@H](C)[C@H](CN(C)C(=O)Nc1ccc(C(F)(F)F)cc1)O2
17	CNC[C@@H]1OCCCC[C@@H](C)Oc2ccc(NS(=O)(=O)c3c(C)noc3C)cc2C(=O)N([C@H](C)CO)C[C@H]1C
-4	CCC(=O)N(C)C[C@H]1Oc2ncc(-c3ccc(F)cc3)cc2C(=O)N([C@H](C)CO)C[C@H]1C
-3	C[C@@H]1CN([C@H](C)CO)C(=O)c2cc(NC(=O)Nc3cccc4ccccc34)ccc2O[C@@H]1CN(C)C(=O)NC1CCCCC1
7	C[C@@H]1CN([C@@H](C)CO)C(=O)c2cc(NC(=O)CCC(F)(F)F)ccc2O[C@@H](C)CCCCO[C@@H]1CN(C)C
3	C[C@@H]1CN([C@H](C)CO)C(=O)c2cc(NC(=O)Nc3ccc4c(c3)OCO4)ccc2O[C@@H](C)CCCCO[C@H]1CN(C)Cc1ccncc1
3	Cc1ccc(S(=O)(=O)Nc2ccc3c(c2)C(=O)N([C@H](C)CO)C[C@H](C)[C@H](CN(C)S(=O)(=O)c2ccc(F)cc2)OCCCC[C@@H](C)O3)cc1
3	C[C@H]1CN([C@@H](C)CO)C(=O)Cc2cc(NS(=O)(=O)c3ccccc3)ccc2O[C@@H]1CN(C)Cc1ccc2c(c1)OCO2
-4	O=C(C[C@H]1C[C@@H]2c3cc(NC(=O)NC4CCCC4)ccc3O[C@@H]2[C@@H](CO)O1)NCc1ccc(Cl)cc1
5	Cc1noc(C)c1S(=O)(=O)Nc1ccc2c(c1)C(=O)N([C@H](C)CO)C[C@H](C)[C@H](CN(C)C(=O)NC1CCCCC1)O2
-6	C[C@@H]1CN([C@@H](C)CO)S(=O)(=O)c2ccc(/C=C/c3ccccc3)cc2O[C@H]1CN(C)C(=O)Nc1cccc(F)c1
-13	Cc1noc(C)c1S(=O)(=O)Nc1ccc2c(c1)CC(=O)N([C@H](C)CO)C[C@H](C)[C@@H](CN(C)Cc1ccc(Cl)c(Cl)c1)O2
4	C[C@H](CO)N1C[C@H](C)[C@H](CN(C)Cc2ccc3c(c2)OCO3)Oc2c(NC(=O)c3ccncc3)cccc2C1=O
1	C[C@H](CO)N1C[C@H](C)[C@H](CN(C)S(=O)(=O)c2cn(C)cn2)OCCCC[C@H](C)Oc2ccc(NS(=O)(=O)c3ccccc3)cc2C1=O
-9	COc1ccc(NC(=O)Nc2ccc3c(c2)CC(=O)N([C@H](C)CO)C[C@H](C)[C@@H](CN(C)Cc2ccc(Cl)c(Cl)c2)O3)cc1
5	C[C@@H]1CN([C@@H](C)CO)C(=O)CCCn2nncc2CO[C@@H]1CN(C)S(=O)(=O)c1ccccc1F
4	C[C@H]1CN([C@@H](C)CO)C(=O)c2cc(-c3cccnc3)cnc2O[C@@H]1CN(C)C(=O)C1CCOCC1
1	O=C(O)C[C@H]1C[C@H]2c3cc(NC(=O)NC4CCCCC4)ccc3O[C@H]2[C@H](CO)O1
2	C[C@H]1CN([C@@H](C)CO)C(=O)CCCn2cc(nn2)CO[C@@H]1CN(C)S(=O)(=O)c1ccc(-n2cccn2)cc1
-3	CCC1(CC)Cc2ccccc2-c2[nH]c(=S)n(Cc3ccccc3)c(=O)c21
-2	C[C@@H]1CN([C@@H](C)CO)C(=O)c2cc(NC(=O)C3CCCCC3)ccc2O[C@@H]1CN(C)Cc1ccc(Oc2ccccc2)cc1
-2	Fc1ccc(-c2nc3n(c2-c2ccncc2)CCS3)cc1
-1	C[C@H]1CCCCO[C@@H](CN(C)C(=O)Nc2ccccc2)[C@@H](C)CN([C@@H](C)CO)C(=O)c2cc(NC(=O)c3ccccc3)ccc2O1
1	C[C@H](CO)N1C[C@H](C)[C@H](CN(C)C(=O)Cc2ccccn2)Oc2cc(C#Cc3ccccc3)ccc2S1(=O)=O
-12	CC(C)CC#Cc1ccc2c(c1)O[C@H](CN(C)C(=O)C1CCCCC1)[C@H](C)CN([C@@H](C)CO)S2(=O)=O
-4	C[C@@H]1CN([C@@H](C)CO)C(=O)c2cc(NC(=O)Nc3ccc(C(F)(F)F)cc3)ccc2O[C@H]1CN(C)C(=O)NC1CCCCC1
19	C[C@@H]1CN([C@@H](C)CO)S(=O)(=O)c2ccc(-c3ccccc3)cc2O[C@H]1CN(C)Cc1ccncc1
2	C[C@@H]1CN([C@@H](C)CO)C(=O)c2cc(NC(=O)Nc3cccc4ccccc34)ccc2O[C@H]1CN(C)C(=O)NC1CCCCC1
-4	C[C@@H]1CN([C@@H](C)CO)C(=O)c2cc(-c3cccc(C#N)c3)cnc2O[C@H]1CN(C)C(=O)c1cnccn1
2	C[C@@H]1CN([C@H](C)CO)S(=O)(=O)c2ccc(Br)cc2O[C@@H]1CN(C)Cc1cncnc1
3	Cc1noc(C)c1NC(=O)N(C)C[C@@H]1Oc2ccc(NS(=O)(=O)c3cn(C)cn3)cc2C(=O)N([C@@H](C)CO)C[C@H]1C
1	CN(C)c1ccc2c(c1)[C@@H]1C[C@@H](CC(=O)NCc3ccncc3)O[C@@H](CO)[C@@H]1O2
3	Cc1noc(C)c1S(=O)(=O)Nc1ccc2c(c1)C(=O)N([C@H](C)CO)C[C@H](C)[C@H](CN(C)CC1CCCCC1)OCCCC[C@@H](C)O2
1	Cc1noc(C)c1NC(=O)Nc1ccc2c(c1)C(=O)N([C@@H](C)CO)C[C@H](C)[C@@H](CN(C)C(=O)Nc1c(C)noc1C)O2
2	Cc1ccc(S(=O)(=O)N(C)C[C@@H]2OCCCC[C@H](C)Oc3ccc(NC(=O)Nc4ccc5c(c4)OCO5)cc3C(=O)N([C@@H](C)CO)C[C@H]2C)cc1

# Assay outcomes as filed in PubChem.
